Abs 340nm – compound absorbs light at 340 nm; compound absorbance at 340 nm, fold over control; fold change at 10 µM; 65,000 tested, under 10 active;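 active = at 10 µM dose, initial 340 nm absorbance at least 2 fold that of control wells; inactive = change under 2 fold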;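 also: initial absorbance extrapolated from kinetic A340 decline of NADH oxidation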
Cdc25B inh – human M-phase inducer phosphatase 2 inhibition. P30305. recombinant Cdc25B, OMFP fluorescence Ex485/Em525. inhibition, %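 (compounds tested at 10 µM final in the well)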. hit rate 0.1% among 65,000. AID 368; in the data active = inhibition above about 50%
DUSP1 inh – inhibitors of human MKP-1 phosphatase; hit rate 0.15% among 65,000; recombinant MKP-1, OMFP hydrolysis fluorescence; inhibition, %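 (compounds tested at a single concentration somewhere between 10 and 100 µM)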; AID 374; P28562;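 active = inhibition above about 50%, limit read from the data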;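 also: 0% = DMSO max control wells and 100% = wells with enzyme stopped by NaOH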
Target sequence (P28562 whole entry, looked up): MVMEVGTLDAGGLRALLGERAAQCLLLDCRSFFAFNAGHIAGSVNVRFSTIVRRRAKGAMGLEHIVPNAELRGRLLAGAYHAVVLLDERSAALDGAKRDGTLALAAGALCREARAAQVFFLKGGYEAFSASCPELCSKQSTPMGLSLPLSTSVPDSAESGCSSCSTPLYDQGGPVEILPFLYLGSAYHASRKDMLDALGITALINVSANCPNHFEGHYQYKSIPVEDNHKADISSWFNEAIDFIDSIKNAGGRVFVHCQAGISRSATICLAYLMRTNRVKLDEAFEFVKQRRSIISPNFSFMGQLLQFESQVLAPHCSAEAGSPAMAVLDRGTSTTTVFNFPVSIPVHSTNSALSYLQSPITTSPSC
AP complement – alternative pathway complement inhibition, orthogonal assay; Human serum alternative complement pathway, LPS-coated ELISA, C3 deposition; tested in compound mixtures; inhibition, % at 5 µM; hit rate 0.08% among 62,000; AID 1235;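 active = inhibition above 30% in each of the two pooled mixtures holding the compound, so the lower value exceeds 30%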;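 also: 0% = serum in Mg-EGTA without compound and 100% = EDTA serum blank; some compounds past the cut are filed as inactive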
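Test system: human serum alternative complement pathway, C3 deposition on LPS-coated wells; also added: Plate-bound LPS; doses: 5 µM per compound in ten-compound mixtures; schedule: 1 h at 37 °C; detection: Anti-C3 ELISA, OD 450 nm; evaluation: percent inhibition of C3 deposition onto LPS; repeats: two pool placements per compound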
Hsp90 block – displaces geldanamycin probe from tumor Hsp90; P07900; NCI-N417 lysate Hsp90, Cy3B-geldanamycin FP displacement; inhibition, % at 30 µM; hit rate 0.35% among 64,000; AID 429;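 active = inhibition above 50%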;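 also: 0% = tracer plus lysate wells and 100% = tracer alone without lysate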
MMP13 inh – blocks human MMP13 activity | MMP-13 fTHP FRET cleavage, Mca fluorescence | hit rate 0.07% among 65,000 | inhibition, % at 4 µM;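 active = inhibition above the mean of compound-free control plate wells plus 3 SD, cut at about 14% in these data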;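 also: 0% = DMSO wells and 100% = wells with reference MMP-13 inhibitor after basal subtraction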
JNK3 inh – inhibitors of human JNK3 kinase; P53779; purified JNK3 kinase activity, HTS; inhibition, % at 8 µM; hit rate 0.61% among 60,000; in the data active = inhibition above about 17%;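 also: 0% = DMSO and 100% = reference inhibitor; many of its hits are not listed in these tables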
Target sequence (P53779 whole entry, looked up): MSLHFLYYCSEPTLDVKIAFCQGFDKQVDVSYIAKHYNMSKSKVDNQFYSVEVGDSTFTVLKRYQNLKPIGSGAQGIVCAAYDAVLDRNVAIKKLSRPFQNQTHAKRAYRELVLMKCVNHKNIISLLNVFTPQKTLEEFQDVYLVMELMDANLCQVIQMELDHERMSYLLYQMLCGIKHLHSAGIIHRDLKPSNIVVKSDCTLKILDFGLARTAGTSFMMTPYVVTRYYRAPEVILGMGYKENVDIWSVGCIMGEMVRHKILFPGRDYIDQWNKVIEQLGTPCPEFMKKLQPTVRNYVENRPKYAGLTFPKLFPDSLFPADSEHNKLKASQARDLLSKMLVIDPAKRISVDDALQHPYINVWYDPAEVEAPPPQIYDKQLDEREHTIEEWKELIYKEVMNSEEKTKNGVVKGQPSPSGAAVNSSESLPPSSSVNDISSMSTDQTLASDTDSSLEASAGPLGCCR
FXIa mix inh – inhibitors of human coagulation factor XIa, pooled mixtures | purified FXIa, fluorogenic substrate | inhibition, % at 5 µM | AID 680 | hit rate 0.19% among 62,000 | P03951;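 also: each value is inhibition by a whole ten-compound pool holding the compound; 0% = enzyme with no mixture and 100% = wells lacking enzyme; strong numbers were not always called active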
FXIIa mix inh – blocks human factor XIIa in pooled compound mixtures. purified FXIIa, fluorogenic substrate. hit rate 0.2% among 62,000. inhibition, % at 5 µM;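 also: 0% = enzyme without compound and 100% = no enzyme blank; some results filed as inactive read as strong as hits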
Starred values were filed as active, the others as inactive; · = not tested or not shown; [ ] = remark or other dose. Rule as the data show it, unless noted: active = inhibition above about 20% (passing the limit was not always enough); inactive = the rest.

SMILES	Abs 340nm	Cdc25B inh	DUSP1 inh	AP complement	Hsp90 block	MMP13 inh	JNK3 inh	FXIa mix inh	FXIIa mix inh
COc1ccc(OC)c(NC(=O)c2ccc(NC(C)=O)cc2)c1	1.1	-5	7	6	1	0	-3	-5	-5
COc1cccc(NC(=O)CSc2nnc(Cn3c(=O)sc4ccccc43)n2C)c1	1.1	-14	1	-1	0	3	2	5	6
Cn1c(=O)cc(OCC(=O)NCc2cccnc2)c2ccccc21	1	-7	-2	13	0	2	-1	25	8
O=C(CSc1nnc(-c2cccnc2)o1)OC1CCCCC1	1	2	11	14	-2	-1	0	4	3
COC(=O)c1ccc(COc2nc(C)cc(C)c2C#N)o1	1	-6	9	0	-18	3	4	2	2
O=c1[nH]c(-c2ccccc2)c(-c2ccccc2)[nH]1	1	-1	-18	6	-1	-223[fluorescence artefact?]	-2	3	4
O=C(Nc1scc(-c2ccccc2)c1C(=O)O)c1ccco1	1.1	-6	24	16	-2	1	-3	7	-35
O=C(NCc1ccco1)c1scc2c1OCCO2	0.97	-3	-20	3	1	-4	2	-3	-2
N#Cc1nc(COc2ccccc2)oc1N1CCN(c2cccc(Cl)c2)CC1	1.1	-6	-8	8	-2	-3	0	12	8
Cc1cc(N2CCCC2)ccc1/C=N/n1cnnc1	1.2	-23	7	17	·	·	·	10	10
CC(C)n1c(Sc2nccn2C)nc2c1c(=O)n(C)c(=O)n2C	0.97	-9	-38	-14	2	3	-2	-2	-11
CCOC(=O)c1c(NC(=O)Cc2cccs2)sc(C(=O)N2CCCCC2)c1C	1	-1	1	12	-5	-2	7	3	5
COc1ccc(CCNc2nc(=O)[nH]nc2C)cc1OC	1	-9	4	-4	-3	8	2	15	-15
C/C(=C1\SC(N2CCOCC2)=NC1=O)c1ccc(C)cc1	1.1	3	-14	2	4	3	-2	3	2
CCc1[nH]nc2c1C1(CCOC1C)C(C#N)=C(N)O2 (stereo not given)	1	0	-12	-6	0	4	-1	0	-10
COc1ccc(C(=O)O)cc1S(=O)(=O)Nc1cccc(C(F)(F)F)c1	1	-1	3	15	0	0	3	7	1
Cc1cc(-c2ccco2)c(C#N)c2nc3ccccc3n12	1.3	0	13	7	·	-25	·	-4	-18
O=C(O)c1cc(CN2CCOCC2)oc1-c1ccccc1	1.1	-7	5	-2	-12	-6	4	-2	2
O=C1CC(c2ccco2)CC(O)=C1C=NCCN1CCNCC1 (stereo not given)	0.99	49	3	9	-5	-2	-2	12	17
Cc1ccc(CCNC(=O)c2nnn(-c3cccc(C)c3)c2N)cc1	0.99	-9	4	13	-2	1	3	13	5

Profiles, quoted from the list. Order of values: Abs 340nm | Cdc25B inh | DUSP1 inh | AP complement | Hsp90 block | MMP13 inh | JNK3 inh | FXIa mix inh | FXIIa mix inh
Cn1c(=O)cc(OCC(=O)NCc2cccnc2)c2ccccc21 as listed: 1 | -7 | -2 | 13 | 0 | 2 | -1 | 25 | 8
Cc1cc(N2CCCC2)ccc1/C=N/n1cnnc1 as listed: 1.2 | -23 | 7 | 17 | · | · | · | 10 | 10
O=c1[nH]c(-c2ccccc2)c(-c2ccccc2)[nH]1 as listed: 1 | -1 | -18 | 6 | -1 | -223[fluorescence artefact?] | -2 | 3 | 4
COC(=O)c1ccc(COc2nc(C)cc(C)c2C#N)o1 as listed: 1 | -6 | 9 | 0 | -18 | 3 | 4 | 2 | 2

Next section.
SMILES	Abs 340nm	Cdc25B inh	DUSP1 inh	AP complement	Hsp90 block	MMP13 inh	JNK3 inh	FXIa mix inh	FXIIa mix inh
CCCC(c1nnnn1Cc1cccs1)N1CCN(C2CCCC2)CC1 (stereo not given)	0.98	-12	23	28	0	1	-2	-31	12
COc1ccc(Cl)cc1N1C(=O)C2CCCN2C1c1ccc(F)cc1 (stereo not given)	1	-7	3	2	-2	0	-8	-1	3
O=C1C(Cl)=C(Nc2ccccc2O)C(=O)N1c1ccccc1	1.1	-6	8	13	·	8	·	7	9
O=C(CCN1C(=O)C2C3C=CC(C3)C2C1=O)N1CCN(c2ccccc2Cl)CC1 (stereo not given)	1	-14	-10	8	-3	3	0	5	3
Cc1cccc(-n2ncc3c(N)ncnc32)c1	0.97	7	-3	-3	0	-9	3	-1	3
CCOc1ccc(CCNC(=O)CCc2nc(-c3ccc(OC)cc3)no2)cc1OCC	1	3	9	17	-4	0	·	2	0
Cc1cc(C)nc(N(C#N)CN2C(=O)c3ccccc3C2=O)n1	1	-32	-25	·	-2	2	-3	·	·
O=C(NCCNC(=O)C(F)(F)F)c1ccncc1	0.98	1	11	5	-1	3	2	5	1
COC(=O)c1sc(NC(=O)C2CCCO2)c(C(=O)OC)c1C (stereo not given)	1	1	17	22	-7	5	5	-2	-15
CCC(C)(C(=O)Nc1ccc2c(c1)OCCO2)N(C(C)=O)c1ccc(C(N)=O)cc1 (stereo not given)	1	18	4	6	-3	0	-1	16	-13
COc1cc(CC(=O)Oc2ccc3c(c2)OCO3)cc(OC)c1OC	0.98	-2	-4	2	2	-9	4	2	1
CC1(C)CC(N2CN(C3CCCCC3)CC2=O)CC(C)(C)N1	1	0	7	8	-2	4	-3	6	3
CCn1cc(Cl)c(C(=O)Nc2nc3ccccc3n2CCN2CCCCC2)n1	1.1	-7	0	-3	-2	2	0	10	-15
Cc1ccc(-n2ncc3c(NCc4cccnc4)ncnc32)c(C)c1	1	2	-12	·	-3	-7	-2	·	·
COC(=O)Cc1c(C)c2ccc(OCC(=O)N3CCOCC3)cc2oc1=O	1.1	-3	2	9	0	-155[fluorescence artefact?]	-4	4	7
CC(C)c1ccccc1N1CC(C(=O)O)CC1=O (stereo not given)	1	0	14	20	-3	2	-5	7	4
O=C(NCCN1CCN(c2ccccc2F)CC1)c1cccn2c(=O)c3ccccc3nc12	0.99	-10	29	16	-2	-5	2	5	12
Cc1cc(C)c2c(c1)-c1c(ssc1=S)C(C)(C)N2C(=O)CSc1nncn1C	1	-3	16	4	-2	5	-5	14	-5
COc1ccc(CNC(=O)c2cc(-c3ccco3)on2)cc1	1	1	28	17	-1	-2	3	8	-5
C=COCCNC(=O)C1CC(=O)N(c2ccc(C)cc2)C1 (stereo not given)	0.99	-7	9	17	0	7	2	5	11

Reprinted at random: 2 entries already listed
SMILES	Abs 340nm	Cdc25B inh	DUSP1 inh	AP complement	Hsp90 block	MMP13 inh	JNK3 inh	FXIa mix inh	FXIIa mix inh
COC(=O)Cc1c(C)c2ccc(OCC(=O)N3CCOCC3)cc2oc1=O	1.1	-3	2	9	0	-155[fluorescence artefact?]	-4	4	7
Cc1ccc(-n2ncc3c(NCc4cccnc4)ncnc32)c(C)c1	1	2	-12	·	-3	-7	-2	·	·

Continued.
SMILES	Abs 340nm	Cdc25B inh	DUSP1 inh	AP complement	Hsp90 block	MMP13 inh	JNK3 inh	FXIa mix inh	FXIIa mix inh
COc1ccc(Nc2cc(C)nc3nc(C)nn23)cc1Cl	1	-1	-2	5	1	5	-9	9	-5
c1ccc(SCc2nc(-c3cccnc3)no2)cc1	1	-8	3	2	-4	1	-6	7	2
c1ccc(Cn2nnnc2CN2CCN(Cc3ccc4c(c3)OCO4)CC2)cc1	0.98	1	17	-1	1	-1	-2	-13	7
O=C(CCCC(=O)OCC1CCCO1)OCC1CCCO1 (stereo not given)	1	8	10	6	-3	4	-1	1	1
O=C(C1CCC1)N1CCc2cc(S(=O)(=O)Nc3ccc4c(c3)OCO4)ccc21	0.97	10	-7	10	19	0	3	19	6
O=C(CCNC(=O)Cn1ccc2ccccc2c1=O)NCCCN1CCN(c2ccccc2F)CC1	1	23	13	4	-1	-2	-10	-14	5
CC(C)C(c1nnnn1Cc1ccccc1)N1CCc2ccccc2C1 (stereo not given)	1	1	-15	4	-4	-1	-4	5	-2
CC(=O)Nc1cc(-c2nn(CC(=O)N3CCCCC3)c(=O)c3ccccc23)ccc1N1CCOCC1	1.1	-3	8	7	-2	-4	8	4	11
CCn1ncc(Cl)c1C(=O)Nc1cc(Cl)ccc1Cl	1.1	-13	1	14	2	1	4	-1	3
Cn1c(N2CCC(C(N)=O)CC2)nc2c1c(=O)n(Cc1cccc(Br)c1)c(=O)n2C	1	2	8	-7	-5	-1	-1	-11	-22
O=C(c1ccccc1-c1ccccc1)N1CCCC1	0.98	-3	1	-7	0	0	-3	3	5
COc1ccc(OC)c(S(=O)(=O)N(C)CC(=O)Nc2cc(Cl)ccc2OC)c1	1.1	-11	16	4	1	3	7	-2	1
CCOC(=O)c1ccc(NC(=O)NCc2ccncc2)cc1	1	0	-2	12	-1	0	4	5	-17
O=C(CSCC(=O)N1CCOCC1)Nc1nc(-c2ccc3c(c2)OCO3)cs1	1.1	2	4	21	0	2	-2	5	-1
O=C(Cn1nc(Cc2cccnc2)c2ccccc2c1=O)N1CCN(C(=O)c2ccco2)CC1	1.1	2	7	22	-4	3	0	7	-18
Cc1ccccc1-n1c(SCC(=O)N2CCN(c3ccccc3)CC2)nnc1-c1ccncc1	1	-3	2	2	-1	-5	-2	0	2
CSc1ccc(-c2nnn(Cc3ccccn3)n2)cc1	1	1	-4	12	0	-1	0	11	-2
CCCn1c2ccccc2c2nnc(SCC(=O)OCC)nc21	1	-18	16	3	-6	-1	·	8	15
O=C(O)C1CC=CCC1C(=O)Nc1cccc(Cl)c1Cl (stereo not given)	1	-9	-3	2	-5	4	-2	3	0
Nn1c(COc2ccccc2)nnc1SCC(=O)O	0.97	-9	3	4	-2	-1	-4	0	1
CCc1nc2ccccc2n(CCOCCn2c(=O)c(CC)nc3ccccc32)c1=O	1	7	31	-9	-1	3	10	-3	8
O=C(CSc1nc2ccccc2c2nc3ccccc3n12)NCc1ccco1	1	-13	41	8	-5	-5	-2	3	-18
O=C(CSc1nnnn1Cc1ccccc1)NCC(=O)c1ccccc1	1	2	2	13	5	3	-6	3	5
c1ccc(Cn2ccnc2SCc2nnc(-c3ccccc3)o2)cc1	1	-12	20	9	-3	2	7	4	4
CCOC(=O)c1c(NC(=O)c2cccs2)sc(C(=O)N2CCOCC2)c1C	1.1	-7	-8	2	-1	-2	3	16	6
COc1ccc(N=c2oc3cc(O)ccc3cc2C(=O)NCC2CCCO2)cc1 (stereo not given)	1	-9	-23	-6	-3	-149[fluorescence artefact?]	5	-9	6
CCCCOCCCNC1=NCCCCC1	0.99	-3	11	0	2	4	3	9	9
CCOC(=O)C(Cc1ccccc1)NC(=O)Cn1nnc(-c2ccccc2)n1 (stereo not given)	0.97	6	4	13	-1	2	-3	11	1
O=C(NCCC1=CCCCC1)C1CCCN(S(=O)(=O)c2cccc3cccnc23)C1 (stereo not given)	1	26	2	12	-3	4	-7	0	7
C=C1[C@@H](C)C2[C@H](Cc3ccccc3)NC(=O)[C@]23OC(=O)CC[C@H](O)CCC[C@H](C)C/C=C/[C@H]3[C@@H]1O (stereo not given in full)	0.97	-26	-16	13	1	4	0	3	6
CCCCn1nnc(NC(=O)c2sc3cc(Cl)ccc3c2Cl)n1	1	-5	6	15	6	-2	-2	8	11
CCN(c1cccc(C(F)(F)F)c1)S(=O)(=O)c1ccc2c(c1)CCN2C(=O)C1CC1	0.99	-17	11	-8	-2	6	-1	5	7
CC(C)(C)c1nnc(NC(=O)CN2C(=O)C3C4C=CC(C4)C3C2=O)s1 (stereo not given)	1	-17	2	2	-1	2	-4	2	6
CCC(=O)Nc1nnc(CSCc2ccccc2)s1	0.99	-7	12	12	-2	1	1	8	3
COC(=O)c1ccc2c(=O)n(CCO)c(=S)[nH]c2c1	1.1	-1	11	19	7	3	5	1	8
COc1ccc(S(=O)(=O)NCCCCCC(=O)NCCCN2CCOCC2)cc1	1.1	-13	9	12	-3	-4	-1	-3	6
O=C(Oc1ccc(-n2cnnn2)cc1)c1ccco1	0.98	10	19	4	2	4	-4	7	3
NC(=O)CS(=O)(=O)c1nc2ccccc2n1CC(=O)N1CCCCC1	1	-12	-16	20	-2	3	-6	-12	-16
Cc1cc(-n2nc(C)cc2C)nc(NS(=O)(=O)c2ccccc2)n1	1.1	-9	12	4	·	-1	·	7	3
